FLuc counter = inhibits or activates purified firefly luciferase, miR-21 counter-screen | purified FLuc, Km substrates, luminescence inhibition | Potency, µM (highest dose often 57.5 µM), inactives show at the top dose activity change, negative = inhibition, usual class: inhibitors | 360,000 tested, 6.9% active;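 note: potency is the fitted concentration of half-maximal effect; plate controls were vehicle for no effect and reference inhibitor for full effect; nearly all actives have a fitted effect of over 55% in size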
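Purified P. pyralis luciferase (10nM final) with 10uM D-luciferin and 10uM ATP (Km levels) in 50mM Tris acetate pH 7.5, 10mM Mg acetate, 0.01% Tween-20, 0.05% BSA; qHTS 6-point titration, ~60 µM downward; luminescence read.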
Mito fusion yeast = blocks mitochondrial division or promotes mitochondrial fusion. S. cerevisiae fusion-defective mutant growth rescue, CellTiterGlo 48 h. Potency, µM (doses to about 46.1 µM), inactives show at the highest dose growth rescue (activation), actives largely listed as activators. 320,000 tested, 0.23% active;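 note: potency is the fitted concentration of half-maximal effect; % of control where 0% means no effect; nearly all actives have a fitted effect of over 45% in size; temperature-sensitive fusion mutants such as fzo1-1 at 37 °C on non-fermentable ethanol glycerol medium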
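Luminescent cell viability in 1536-well qHTS format served as the measure of rescued growth in ts fusion-mutant S. cerevisiae cultured on non-fermentable YPEG for 48 hours at 37C.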
Menin MLL FP TR = menin-MLL binding inhibition, Texas Red mutant peptide; Menin + Texas Red MLL mutant peptide, fluorescence polarization; Potency, µM (titrated, usually from 61.6 µM), for the others: at the highest dose FP activity change, negative = inhibition, actives largely listed as inhibitors; 270,000 tested, 0.23% active; AID 1768; active = well fitted inhibition curve with a large enough effect in the polarisation, with a control signal flat, not every such curve was filed as active; inconclusive = small, poorly fitted or top-dose-only effect, or effect the other way, or a change in a side signal; inactive = no such curve, though single readings can be large or run the other way; the % refers to the polarisation; note: potency is the fitted concentration of half-maximal effect; % of control where 0% means no effect; many of its hits are not listed in these tables
RORg inh = inhibitors of mouse ROR gamma transcriptional activity; P51450; Drosophila S2 Gal4-RORgamma UAS-luciferase reporter, 20 h; 310,000 tested, 5.4% active; Potency, µM (titrated, usually from 53.6 µM), for inactives: top-dose activity change, negative = inhibition, most hits filed as inhibitors; note: potency is the fitted concentration of half-maximal effect; % is set by controls: 0 for no effect and ±100 for the full control effect; nearly all actives have a fitted effect of over 60% in size
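Drosophila S2 cells stably expressing Gal4-DBD/mouse RORγ fusion under metallothionein promoter plus UAS-luciferase; compound 1 h, then 700 uM CuSO4 induction for 20 h at ambient temperature; inhibition read as reduced luminescence.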
NPC1 promoter act = NPC1 promoter activation; Huh7 NPC1 promoter luciferase reporter, 24 h; Potency, µM (doses to about 9.22 µM), inactives show at the top dose activation, hits mostly activators; 320,000 tested, 2.4% active; AID 485313;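 note: potency is the fitted concentration of half-maximal effect; % of control where 0% means no effect; nearly all actives have a fitted effect of over 60% in size; reporter is driven by a mutant NPC1 promoter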
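Cells: Huh7 expressing luciferase under the NPC1 promoter, 1500/well. Seeded 2 h, compound added, incubated 24 h at 37 °C. Luciferase reagent, 10 min ambient, then luminescence.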
Rab9 prom act = activates the Rab9 promoter; Huh7 Rab9 promoter-luciferase reporter, luminescence, 24 h; Potency, µM (top dose mostly 9.22 µM), inactives show top-dose activation, negative = inhibition, usual class: activators; 320,000 tested, 2.8% active; note: potency is the fitted concentration of half-maximal effect; % of control where 0% means no effect; nearly all actives have a fitted effect of over 60% in size
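Rab9 promoter-driven luciferase in stably transfected Huh7 cells; 1500 cells/well rested 2 h, exposed to compound in DMSO for 24 h at 37 °C, 5% CO2. Luminescence read 10 min after adding luciferase reagent at ambient temperature.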
ELG1 DNA repair = inhibitors of ELG1-dependent DNA repair in HEK293T cells; HEK293T ELG1-luciferase reporter, luminescence, 16 h; DNA damage induced by 5-fluorouridine; Potency, µM (doses to about 46.1 µM), without a hit: at the top dose activity change, negative = inhibition, hits mostly inhibitors; 330,000 tested, 2.3% active; AID 504467; note: potency is the fitted concentration of half-maximal effect; % is set by controls: 0 for no effect and ±100 for the full control effect; nearly all actives have a fitted effect of over 55% in size
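5-Fluorouridine DNA damage + compound/DMSO, 2,000 cells/well, 16 h, 37 °C/5% CO2. ONE-Glo, 30 min RT, luminescence. Readout = decrease in reporter signal.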
MBNL1 CUG block = blocks human MBNL1 binding to CUG repeat RNA; Q9NR56; TR-FRET MBNL1-His/biotin-(CUG)12 binding, 665/545 ratio; Potency, µM (titrated, usually from 57.5 µM), for inactives: at the highest dose activity change, negative = inhibition, most hits filed as inhibitors; 280,000 tested, 0.036% active; active = well fitted inhibition curve with a large enough effect in the signal ratio, with a control signal flat, not every such curve was filed as active; inconclusive = small, poorly fitted or top-dose-only effect, or effect the other way, or a change in a side signal; inactive = no such curve, though single readings can be large or run the other way; the % refers to the signal ratio; note: potency is the fitted concentration of half-maximal effect; % is set by controls: 0 for no effect and ±100 for the full control effect
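His-tagged MBNL1 binding to biotinylated (CUG)12 RNA was measured by TR-FRET using terbium anti-His antibody (0.055 ng/ul final) and streptavidin-XL665 (5 nM final). Compounds were titrated 92 nM to 58 uM; 60 min at room temperature.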
KCNH2 3.1 inh = blocks the human KCNH2 3.1 channel isoform. U2OS KCNH2 3.1, thallium flux FluxOr; stronger effect = lower value. 340,000 tested, 0.95% active. activity change, % (tested at about 1.8 µM);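 active = maximum activity change below -70%; inconclusive = maximum activity change from -70% to -50%; inactive = maximum activity change above -50%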;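 note: thallium influx rate constant from kinetic fluorescence after stimulation buffer; % is set by controls: 0 for no effect and ±100 for the full control effect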
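Thallium flux read-out: FluxOr dye with Red40 quencher in HBSS/HEPES, 45 min at RT. Rate constants from kinetic reads were normalized to positive and negative DMSO controls. Cells: U2OS virally expressing the 3.1 isoform.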
Gal4-VP16 FLuc = counter-screen for ROR gamma inhibitors: Gal4-VP16 reporter. 310,000 tested, 3.5% active. AID 2546. Drosophila S2 Gal4-VP16 UAS-luciferase, luminescence, 20 h. Potency, µM (highest dose often 53.6 µM), inactives show at the highest dose activity, negative = inhibition, most hits filed as inhibitors;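 note: Gal4-VP16 expression switched on by copper sulfate through the metallothionein promoter; potency is the fitted concentration of half-maximal effect; % is set by controls: 0 for no effect and ±100 for the full control effect; nearly all actives have a fitted effect of over 50% in size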
PKM2 activator = increases activity of human pyruvate kinase M2; purified PKM2, Kinase-Glo ATP luminescence, activation; response scale: 0% is enzyme alone, no compound; Potency, µM (doses to about 57.5 µM), inactives show top-dose activation, hits mostly activators; 260,000 tested, 0.34% active; AID 1631; note: potency is the fitted concentration of half-maximal effect; % is set by controls: 0 for no effect and ±100 for the full control effect; nearly all actives have a fitted effect of over 55% in size
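hPK-M2, >95% pure; 0.1 mM ADP / 0.5 mM PEP final; imidazole pH7.2 buffer w/ 7 mM MgCl2, 50 mM KCl; 1 h RT; Kinase-Glo lum. Intermediate enzyme activity for dual inhibitor/activator qHTS.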
The depositor's hits bear a star; ? = inconclusive; nt = not tested or not shown; & = joins results of further samples; [ ] = dose if it differs, or a comment. Unless noted, calls come from the whole dose curve; as a rule, active = well fitted curve in the direction sought with a large enough effect; inconclusive = small, poorly fitted or top-dose-only effect, or another doubt; inactive = no such curve, though single readings can be large; an effect the other way counts as inactive or inconclusive. A portion of the library; rates above refer to the full screens.

Molecule | FLuc counter | Mito fusion yeast | Menin MLL FP TR | RORg inh | NPC1 promoter act | Rab9 prom act | ELG1 DNA repair | MBNL1 CUG block | KCNH2 3.1 inh | Gal4-VP16 FLuc | PKM2 activator
O=S(=O)(c1ccc(F)cc1)n1cnc2ccccc21 | 9% | 1% | 19% | 4% | 4% | -1% | 2% | 8% | 22 | 1% | 5%
COc1ccc(S(=O)(=O)N2CCOCC2)cc1NC(=O)Cc1c(F)cccc1Cl | 5% | 0% | nt | nt | 0% | 0% | 29% | nt | 0 | nt | nt
CN1CCN(c2ccc(NC(=O)CSc3ccccc3)cc2F)CC1 | 11µM* | -6% | 2% | -16% | 1.8µM* | 1.4µM* | ? | ? | 13 | ? | -2%
CCn1cc(Cl)c(C(=O)NNC(=O)CCn2ccc([N+](=O)[O-])n2)n1 | 5% | 1% | nt | 0% | 0% | 0% | -9% | 11% | 6 | 2% | 1%
CCN1C(=O)[C@H]2[C@@H](c3ccc(C)cc3)N3C(=O)N(c4ccc(C)cc4)C(=O)[C@@]3(CC)[C@H]2C1=O | -17% | -9% | nt | nt | -1% | 3% | ? | nt | nt | nt | nt
C(=N\Nc1nc2ccccc2s1)/c1ccccn1 | 0.076µM* | -2% | nt | 0.1µM* | -6% | -28% | ? | nt | -18 | -95% | -24%
Cc1sc2ncnc(N/N=C/c3cccc(O)c3)c2c1C | 11µM* | 1% | ? | ? | 2% | -4% | ? | ? | 9 | ? | -1%
COc1cccc(CNC(=O)CSC(=S)N2CCCC2)c1 | 1% | -3% | nt | nt | 0% | 1% | 14% | nt | 5 | nt | nt
CCn1c(SCC(=O)Nc2nonc2C)nnc1-c1ccco1 | 1% | 0% | -16% | 6% | 8% | 7% | ? | ? | 5 | -11% | 16%
COc1ccc(/C=N/NC(=O)c2nc(-c3ccccc3)n(-c3ccccc3)n2)cc1OC | 17µM* | 5% | -19% | 11% | -8% | 7% | 13µM* | 13% | nt | -12% | -15%
CCc1nn2c(=O)c(S(=O)(=O)Nc3ccc(C(C)C)cc3)c(C)nc2s1 | -6%&3% | 4% | -2% | ? | -7% | 0% | -1% | 1% | 2 | 3% | 14%
CC(C)CN(C(=O)COC(=O)COc1ccc2c(c1)CCC2)c1c(N)n(Cc2ccccc2)c(=O)[nH]c1=O | 0% | -4% | nt | nt | -1% | -6% | 16% | nt | 12 | nt | nt
c1csc(-c2nnc3ccccn23)c1 | -3% | -3% | -20% | -15% | 0% | 2% | -5% | 8% | -3 | 1% | 5%
NS(=O)(=O)c1ccc(NC(=S)NC2CC2)cc1 | 6% | 3% | 13% | -3% | -2% | -16% | 3% | -15% | -2 | 2% | 0%
O=Cc1ccc(-c2ccccc2OC(F)(F)F)o1 | 2% | -1% | 2% | -9% | 1% | 3% | 9% | 0% | 19 | 1% | -1%
COc1cc(S(=O)(=O)NCc2ccccn2)ccc1Cl | 6% | -2% | 0% | ? | -1% | -1% | 0% | 2% | -4 | 3% | 0%
Nc1cc2nn(-c3ccccc3)nc2cc1Cl | 1.3µM* | -1% | ? | -19% | 6% | 19% | ? | 28% | 14 | -16%[10 µM] | -3%
CCOC(=O)c1ccc(Oc2c(C)oc3c(CN4CCN(C)CC4)c(O)ccc3c2=O)cc1 | 7% | 0% | 1% | -12% | 2% | -2% | -12% | 6% | 12 | 3% | 2%
NS(=O)(=O)c1ccc(N2N=C(c3ccccc3)CC2c2ccc(F)cc2)cc1 (stereo not given) | 5% | ? | 14% | 2% | -6% | -4% | ? | 24% | -3 | -1% | 5%
Cc1ccc(CN(Cc2cccnc2)C(=S)Nc2cccc(Cl)c2C)cc1 | -2% | -4% | 4% | 4µM* | -2% | -1% | -16% | 3% | -11 | ? | nt
O=C(CSc1nnc(-c2ccc(C(F)(F)F)cn2)s1)c1ccccc1 | 7% | -5% | nt | -6% | -5% | -1% | 15% | nt | 2 | -9% | 5%
COc1cc2cc(CCCOC(=O)CCCC(=O)O)oc(=O)c2cc1OC | 0% | -10% | nt | nt | 2% | -11% | 2% | nt | 3 | nt | nt
Cc1ccc(NC(=O)C(=O)NCC2CCCO2)cc1 (stereo not given) | ? | -2% | 4% | -14% | ? | 4µM* | ? | -6% | 19 | -20% | 2%
O=Cc1ccccc1OS(=O)(=O)c1ccccc1 | -1% | -9% | 0% | -5% | 0% | 14% | 14% | 1% | -10 | 8% | -2%
CCN(CC(=O)NCc1ccc(Cl)cc1)C(=O)C(C)Sc1ccccc1 (stereo not given) | 6% | -1% | 4% | 2% | -1% | 0% | ? | -7% | -9 | 5% | 0%
CC1=NN(c2ccccc2)C(=O)C1C(=O)c1cc([N+](=O)[O-])cc([N+](=O)[O-])c1 (stereo not given) | ? | 9% | ? | 12% | 6% | 2% | 2% | ? | -14 | ? | 15%
COc1ccc(Cn2cc(F)c(=O)n(CCC(C)C)c2=O)cc1[N+](=O)[O-] | 1% | -2% | 28% | 23% | -2% | -10% | -7% | 13% | -10 | -1% | 2%
O=C(NCCc1ccccc1)C1CCN(C(=O)c2ccc([N+](=O)[O-])cc2)CC1 | 0% | -2% | 13% | 26% | -1% | -3% | -1% | ? | 6 | -3% | -1%
CC(C)c1ccc(OCC(=O)NCc2ccco2)cc1 | ? | 5% | -15% | 12% | -2% | 3% | 17% | -1% | 11 | 17% | -1%
Cc1ccc(NC(=O)CCn2c(=O)[nH]c3ccsc3c2=O)cc1C | ? | -2% | ? | ? | -1% | 0% | -1% | 0% | 12 | 11% | 1%

Continued; it opens with the 4 that closed the last part.
Each structure is followed by: FLuc counter | Mito fusion yeast | Menin MLL FP TR | RORg inh | NPC1 promoter act | Rab9 prom act | ELG1 DNA repair | MBNL1 CUG block | KCNH2 3.1 inh | Gal4-VP16 FLuc | PKM2 activator
- COc1ccc(Cn2cc(F)c(=O)n(CCC(C)C)c2=O)cc1[N+](=O)[O-]
  1% | -2% | 28% | 23% | -2% | -10% | -7% | 13% | -10 | -1% | 2%
- O=C(NCCc1ccccc1)C1CCN(C(=O)c2ccc([N+](=O)[O-])cc2)CC1
  0% | -2% | 13% | 26% | -1% | -3% | -1% | ? | 6 | -3% | -1%
- CC(C)c1ccc(OCC(=O)NCc2ccco2)cc1
  ? | 5% | -15% | 12% | -2% | 3% | 17% | -1% | 11 | 17% | -1%
- Cc1ccc(NC(=O)CCn2c(=O)[nH]c3ccsc3c2=O)cc1C
  ? | -2% | ? | ? | -1% | 0% | -1% | 0% | 12 | 11% | 1%
- Cc1cccc(-n2nnc(C(=O)NC3CCCc4ccccc43)c2N)c1 (stereo not given)
  1% | 2% | nt | ? | -6% | -3% | ? | -11% | -13 | -3% | 1%
- CCOC(=O)/C=C/C(=O)Nc1nccs1
  -8% | 2% | -22% | ? | -2% | -10% | 0% | nt | -13 | ? | 9%
- CN(C)S(=O)(=O)c1cc(NC(=O)COC(=O)CCSc2ccc(Cl)cc2)ccc1Cl
  ? | -14% | ? | 0% | 2% | 3% | -6% | ? | 13 | -16% | -4%
- COc1ccc(Cn2c(=O)cc(N)n(-c3ccccc3C)c2=O)cc1
  -3% | -2% | nt | 3% | -25% | -18% | ? | nt | -1 | -1% | 6%

Bioassay records (PubChem BioAssay)
